# Source: PubChem BioAssay
# CD40 NFkB inh: CD40 pathway inhibition in BL2 cells; BL2 NF-kB luciferase reporter, CD40L-induced, 4 h; hit rate 0.94% among 83,000; inhibition, % at 10 µM; AID 1053188;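 active means mean inhibition of at least 50% with a set share of replicates also reaching that level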;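 further: 0% = neutral control wells and 100% = IKK inhibitor VII at 50 µM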
# Active calls of the source: *; & = joins results of further samples; ! = repeats disagree; [ ] = dose if it differs, or a comment. A portion of the library; count on the stated rates, not on these rows.
item | mol | CD40 NFkB inh
1 | COc1ccc(CC(N)c2csc(Nc3ncccn3)n2)cc1 (stereo unspecified) | 11
2 | CCN(C1CCCCC1)S(=O)(=O)c1ccc(S(=O)(=O)N(CC(=O)Nc2ccccc2)C2CC2)cc1 | -1
3 | N#Cc1ccc(-c2cccnc2)nc1SCc1ccc(Cl)c(Cl)c1 | 2
4 | CCc1noc(C)c1C(=O)Nc1ccc(C)c(S(=O)(=O)N2CCCCCC2)c1 | 9
5 | O=C1N[C@H](Cc2ccccc2)COCc2cn(nn2)CC[C@@H]1Cc1cccc(F)c1 | -5[25 µM]
6 | O=C(c1ccco1)n1nc(-c2ccco2)nc1SCc1ccccc1 | -7
7 | O=C(O)C1(Nc2ccccc2)CCCC1 | -2
8 | c1ccc(-c2ccccc2OCCN2CCOCC2)cc1 | -3
9 | CC(=O)Nc1ccc(NC(=O)C(C)OC(=O)c2ccc(S(=O)(=O)N3CCCCCC3)cc2)cc1 (stereo unspecified) | 1
10 | N#Cc1cccc(-c2ccc([C@@H]3[C@@H]4CN(S(=O)(=O)c5ccc(-c6ccccc6)cc5)C[C@H]3N4)cc2)c1 | 61*
11 | O=C(CN1C(=O)NC2(CCCC2)C1=O)N1CCN(Cc2ccccc2)CC1 | -8
12 | FC(F)C(F)(F)Oc1cccc(Nc2nccn3c(-c4cccc5ccccc45)cnc23)c1 | 4
13 | CCOc1ccc(NC(=O)Cn2nnc3c(cnn3-c3ccc(F)cc3)c2=O)cc1 | 9
14 | CC(C)[C@@H](C)NC(=O)N(C)C[C@H]1OCc2ccccc2-c2c(n(C)c3ccccc23)C(=O)N([C@H](C)CO)C[C@@H]1C | 9
15 | CC(C)NC(=O)N(C)C[C@@H]1Oc2c(NS(C)(=O)=O)cccc2C(=O)N(C)C[C@H]1C | 17
16 | Cc1ccc(S(=O)(=O)N2CCN(C(=O)CN3C(=O)NC(C)(c4ccc5ccccc5c4)C3=O)CC2)cc1 (stereo unspecified) | -21
17 | COc1ccccc1-c1ccc([C@@H]2[C@H](C#N)N(C(=O)C3CC3)[C@H]2CO)cc1 | -3
18 | CCC(C)NCCOc1ccccc1C (stereo unspecified) | 3
19 | Cc1c(C(=O)COC(C)(C)C)[nH]c2ccccc12 | -25
20 | c1cc(-c2cccs2)nc(-c2cccs2)c1 | 4

# Structural class: the entries above containing a cyano group.
item | mol | CD40 NFkB inh
3 | N#Cc1ccc(-c2cccnc2)nc1SCc1ccc(Cl)c(Cl)c1 | 2
10 | N#Cc1cccc(-c2ccc([C@@H]3[C@@H]4CN(S(=O)(=O)c5ccc(-c6ccccc6)cc5)C[C@H]3N4)cc2)c1 | 61*
17 | COc1ccccc1-c1ccc([C@@H]2[C@H](C#N)N(C(=O)C3CC3)[C@H]2CO)cc1 | -3

# Additional records
item | mol | CD40 NFkB inh
21 | O=C(CCC1CCCN(C(=O)c2ccc3cc[nH]c3c2)C1)N1CCN(c2ccccn2)CC1 (stereo unspecified) | 6
22 | Cc1ccccc1OCCC(=O)OCC(=O)Nc1c(C)nn(-c2ccccc2)c1C | -6
23 | C[C@@H]1CN([C@H](C)CO)C(=O)c2c(c3ccccc3n2C)-c2ccccc2CO[C@H]1CN(C)C(=O)c1ccc(F)cc1 | 5
24 | Cc1ccc2c(c1)c1c(n2CC2COC(C)(C)O2)C(=O)CCC1 (stereo unspecified) | -3
25 | Cc1ccc(OCCC(=O)OCC(=O)NC2CCCC2)cc1 | 6
26 | Cc1c(C(=O)O)oc2ccc(S(=O)(=O)NC3CCCCCCC3)cc12 | 12
27 | CC(C)CNC(=O)COC(=O)CCC(=O)c1ccc(F)cc1 | 5
28 | O=C(CC(=O)Nc1cccnc1)Nc1cccnc1 | 5
29 | O=C(c1ccc(NS(=O)(=O)c2ccc3[nH]c(=O)[nH]c3c2)cc1)N1CCCCC1 | 1
30 | Nc1c(C(=O)c2cccs2)oc2ccccc12 | -81

# Compounds shown so far that have an NH in an aromatic ring:
item | mol | CD40 NFkB inh
19 | Cc1c(C(=O)COC(C)(C)C)[nH]c2ccccc12 | -25
21 | O=C(CCC1CCCN(C(=O)c2ccc3cc[nH]c3c2)C1)N1CCN(c2ccccn2)CC1 (stereo unspecified) | 6
29 | O=C(c1ccc(NS(=O)(=O)c2ccc3[nH]c(=O)[nH]c3c2)cc1)N1CCCCC1 | 1

# New compounds follow
item | mol | CD40 NFkB inh
31 | C[C@H](CO)N1C[C@H](C)[C@H](CN(C)S(=O)(=O)CC(F)(F)F)OCc2ccccc2-c2c(n(C)c3ccccc23)C1=O | 4[25 µM]
32 | Cn1c(CCCNC(=O)c2cccs2)nc2ccccc21 | 3
33 | O=Cc1cnc(N2CCCCC2)s1 | 5
34 | CC1CN(C2CCN(S(=O)(=O)Cc3ccccc3)CC2)CC(C)O1 (stereo unspecified) | 15
35 | O=C(O)c1ccccc1-c1ccccc1C(=O)Nc1nccs1 | -4
36 | NC(=O)C1CC(=O)N(c2ccc(OCc3ccc(Cl)c(Cl)c3)cc2)C1 (stereo unspecified) | -69
37 | O=C(Nc1ccccc1F)N1C[C@H]2[C@@H](c3ccccc31)[C@@H](CO)N2C(=O)C1CCCC1 | -16
38 | COCCn1c(C)cc(C2=NNC(=NC(C)(C)C)SC2)c1C | -40
39 | CCn1c(=O)c(C(=O)NCc2cccnc2)c(O)c2ccccc21 | 8
40 | Cc1cc(=O)[nH]c(SCc2nc3ccccc3n2Cc2ccccc2)n1 | -1
41 | O=C(COC(=O)Cc1ccccc1F)NC(=O)NC1CCCC1 | 7
42 | CC(C)=CC1C=C(C)C(C)C2C(=O)NNC(=O)C12 (stereo unspecified) | 16
43 | CCOC(=O)c1nc(NCCc2ccccc2)sc1C | -17
44 | O=C1Nc2ccc([N+](=O)[O-])cc2OC1CCN1CCN(c2ccccc2)CC1 (stereo unspecified) | 15
45 | Cc1ccccc1S(=O)(=O)N1C[C@H](O)COC[C@@H]2O[C@H](CC(=O)N3CCCCC3)CC[C@H]21 | -2[25 µM]
46 | O=C(C[C@H]1C[C@H]2c3cc(NC(=O)Nc4ccccc4)ccc3O[C@H]2[C@@H](CO)O1)NCc1ccccc1 | 5[25 µM]
47 | CCCS(=O)(=O)N1CCN(c2ccccn2)CC1 | 0
48 | Cc1ccnc(NC(=O)CC(c2ccccc2)c2ccccc2)n1 | 22
49 | O=C(c1ccco1)N1CCN(C(=O)c2cc(-c3ccccn3)nc3ccccc23)CC1 | -8
50 | COc1ccccc1C(=O)C1CCCN(C(=O)CN2CCCCC2=O)C1 (stereo unspecified) | -20
51 | C[C@@H]1CN([C@H](C)CO)C(=O)c2cc(-c3cccc(C(=O)N(C)C)c3)cnc2O[C@H]1CN(C)S(=O)(=O)c1ccc(F)cc1 | -8[25 µM]
52 | CCSc1nc2ccccc2[nH]1 | -1
53 | CCCCNC(=O)C(=O)NCCCn1ccnc1 | 6
54 | O=C(Nc1ccc(-c2nc3ccccc3o2)cc1)C1CCCO1 (stereo unspecified) | 11
55 | O=C(Nc1nnc(-c2cc(Cl)ccc2Cl)o1)C1=COCCO1 | -7
56 | CC1CCCC(N2CCN(S(=O)(=O)c3ccccc3)CC2)C1 (stereo unspecified) | 4
57 | CSCCC(Nc1nc2ccccc2s1)C(=O)O (stereo unspecified) | 4
58 | Cc1ccc2cc(C3C(C#N)=C(N)Oc4c3ccc3cccnc43)c(=O)[nH]c2c1 (stereo unspecified) | 3
59 | Cc1cc(C)nc(NS(=O)(=O)c2ccc(-n3cccc3)cc2)n1 | 12
60 | COc1cccc2sc(N3CCN(c4nc5ccccc5s4)CC3)nc12 | 5
61 | CC(C)NC(=O)Nc1ccc2c(c1)CC(=O)N(C)C[C@H](C)[C@@H](CN(C)C(=O)NC(C)C)O2 | -5
62 | COc1ccccc1OCCn1c(=O)sc2ccccc21 | 7
63 | Cc1[nH]c(C)c(S(=O)(=O)NCCc2ccccc2)c1C(=O)N1CCCC1 | -1
64 | O=C(C[C@H]1CC[C@H]2[C@@H](COC[C@H](O)CN2CC2CCCC2)O1)NCc1ccc(Cl)cc1 | 8
65 | CC(C)(C)C(=O)COc1ccccc1[N+](=O)[O-] | -8
66 | O=C(C[C@@H]1C[C@H]2c3cc(NC(=O)c4cccnc4)ccc3O[C@H]2[C@@H](CO)O1)NCc1cc(F)ccc1F | -16[25 µM]
67 | Cc1cccc([N+](=O)[O-])c1NC(=O)COC(=O)C1CC2CCCC(C1)C2=O (stereo unspecified) | -3
68 | CCCCN1C(=O)C(=O)N(CC(=O)Nc2cc(Cl)ccc2OC)C1=O | 5
69 | Cc1ccccc1NC(=O)Nc1nc(C(N)Cc2ccccc2)cs1 (stereo unspecified) | 2
70 | CCN(CC)c1cccc(OCC(=O)N2c3ccccc3CC2C)c1 (stereo unspecified) | -21
71 | COc1cccc(C(=O)NCC(=O)OCC(=O)c2ccccc2)c1 | -36
72 | Cc1nc(C)c(NC(=O)N2CCc3ccccc32)cc1NC(=O)N1CCc2ccccc21 | 10
73 | O=C(COc1ccccc1[N+](=O)[O-])N1CCN(c2ccccn2)CC1 | 4
74 | Cc1ccc(N2C(=O)c3ccccc3C2(O)c2ccccc2)cc1 (stereo unspecified) | 4
75 | CCOc1ncccc1C(=O)Nc1cc(S(=O)(=O)N2CCCCC2)ccc1Cl | 1
76 | O=C(Nc1nc(-c2ccc(S(=O)(=O)N3CCOCC3)cc2)cs1)c1ccccc1 | 21&10
77 | CCCNC(=O)N1[C@H](CO)[C@H](c2ccccc2-c2ccc(F)cc2)[C@@H]1C#N | 28[25 µM]
78 | CCN(CC)c1ccc(C(=O)NNC(=O)c2cccn2C)cc1 | -59
79 | O=C1COc2ccc(S(=O)(=O)N3CCCCCC3)cc2N1 | 7
80 | CCCCN(C)Cc1c(C)[nH]c2c(Cl)cccc2c1=O | -7

# Additional compounds
item | mol | CD40 NFkB inh
81 | CN(C)C(=O)C[C@H]1C[C@H]2c3cc(NC(=O)c4cccnc4)ccc3O[C@H]2[C@@H](CO)O1 | 6[25 µM]
82 | C(=C/c1nccc2c1[nH]c1ccccc12)/c1ccc2c(c1)OCO2 | -95
83 | OC[C@H]1[C@@H](c2ccc(C#Cc3ccccc3F)cc2)[C@H]2CN(Cc3cncnc3)CCCCN21 | -17[25 µM]
84 | COc1ccc(CCC(=O)Nc2nc3c(s2)CN(C)CC3)cc1OC | 1
85 | O=C(O)[C@H]1[C@H](CO)[C@H]2Cn3c(ccc(C4=CCCCC4)c3=O)[C@H]2N1C(=O)c1ccccc1F | 12[25 µM]
86 | COc1cccc(-c2ccccc2[C@@H]2[C@H](C#N)N(C(=O)c3ccccn3)[C@H]2CO)c1 | -7[25 µM]
87 | COc1cccc(NC(=O)COC(=O)C2=NN(c3ccccc3)C(=O)CC2)c1 | -5
88 | O=C(NCCN1CCOCC1)c1csc2c1CCCCC2 | -1
89 | CN1C(=O)CC(Sc2ncccc2C(=O)O)C1=O (stereo unspecified) | -7
90 | COc1ccccc1C(=O)NNC(=O)c1ccc(Cl)cc1 | -27
91 | COc1cc(CC(=O)NCc2ccc3c(c2)OCO3)cc(OC)c1OC | 15
92 | CCNS(=O)(=O)c1ccc(-c2ccc(-n3cnnn3)cc2)cc1 | 10
93 | O=S(=O)(NCC(c1ccc2c(c1)OCO2)N1CCOCC1)c1ccccc1 (stereo unspecified) | -1
94 | CCOC(=O)C1CCN(C(=O)COc2cccc3ccccc23)CC1 | -34
95 | CCOC(=O)c1oc2cccc(OCC(O)CNC(C)C)c2c1C (stereo unspecified) | -5
96 | Cc1ccc2occ(C(=O)c3ccco3)c(=O)c2c1 | -33
97 | CSC1=NC2(CCCCC2)CC12C=CC(=O)C=C2 | 4
98 | O=C(NCCN1CCOCC1)C(=O)NCC1OCCN1S(=O)(=O)c1ccc(Cl)cc1 (stereo unspecified) | 4
99 | O=C(CN1CCCCC1)Nc1nnc(-c2ccccc2)s1 | -43
100 | O=C(NCCS(=O)(=O)N1CCN(C(=O)c2ccco2)CC1)c1ccccc1 | -2
101 | C1CCN(CCC2CCCCN2)CC1 (stereo unspecified) | 10
102 | CC(C)(C)[S@@](=O)N1Cc2cc(C(=O)NCCc3ccncc3)nc(-c3cccc(-c4ccc(C#N)cc4)c3)c2[C@H]1CCO | -17
103 | c1ccc2nc(N3CCOCC3)cnc2c1 | -11
104 | Cc1ccc(C(=O)N2CCC(Cc3ccccc3)CC2)cc1S(=O)(=O)N1CCOCC1 | -2
105 | Cc1cc([N+](=O)[O-])c(-c2ccc(/C=N/n3cnnc3)o2)cc1Cl | -3
106 | N#C[C@H]1N[C@H](CO)[C@@H]1c1ccc(-c2ccccc2F)cc1 | -3[25 µM]
107 | O=C(Nc1ccc(-c2cn3ccccc3n2)cc1)c1cccs1 | -99
108 | Oc1ccccc1C=NN=Cc1ccccc1Cl | -83
109 | O=C(Nc1ccc(F)cc1)Nc1ccc(N2CCOCC2)c2nonc12 | -66
110 | COC(=O)c1ccc(S(=O)(=O)NCc2ccccn2)n1C | 4
111 | Cn1cnc(S(=O)(=O)N2C[C@@H]3N[C@H](C2)C3c2ccc(-c3ccccc3F)cc2)c1 (stereo partly specified) | 53*![25 µM]
112 | N#Cc1cccc(-c2ccc(C3[C@H]4CNC[C@@H]3N4C(=O)Nc3ccc(Cl)cc3)cc2)c1 (stereo partly specified) | -55
113 | COc1cc2nc(NCC3CCCO3)n3nc(-c4cccnc4)nc3c2cc1OC (stereo unspecified) | 4
114 | Cc1cccc(OCC(=O)Nc2nc3ccc([N+](=O)[O-])cc3s2)c1C | 6
115 | O=C(Nc1cccnc1)c1cc(-c2ccco2)on1 | 5
116 | O=C(O)C1=C(C(=O)O)C2C=CC1C2 | -8
117 | CC(=O)N1[C@H](CO)[C@H](c2ccc(-c3ccc(C#N)cc3)cc2)C12CN(C(=O)C1CC1)C2 | -7[25 µM]
118 | Cc1ccc(C)c(OCC(=O)NCC(c2ccco2)N2CCCCC2)c1 (stereo unspecified) | -5
119 | O=C(C1CCCO1)N(c1ccc(F)cc1)C1C=CS(=O)(=O)C1 (stereo unspecified) | 2
120 | CCN(CC)CCN1C(=O)Cn2c(C)c(C)c3cccc1c32 | -3
121 | N=C1C(c2ccccc2)=C(O)CN1CCCO | 2
122 | COc1cccc(CNC(=O)c2cccc(NC3=NC4CS(=O)(=O)CC4S3)c2)c1 (stereo unspecified) | 13
123 | O=C(Nc1nnc(SCc2ccccn2)s1)C1CC(=O)N(c2ccccc2)C1 (stereo unspecified) | -9
124 | CCCNC(=O)N1[C@H](C#N)[C@@H](c2ccc(C#Cc3cccc(F)c3)cc2)[C@@H]1CO | -1[25 µM]
